Screening results from PubChem BioAssay.
ERG-DNA inh = blocks human ERG Ets domain binding to DNA | Potency, µM (highest dose often 76.9 µM), for inactives: top-dose FP activity, negative = inhibition, most hits filed as inhibitors | fluorescence polarization, His-ERG Ets domain / labelled DNA | 370,000 compounds, 0.028% hits; active = well fitted inhibition curve with a large enough effect in the polarisation, with a control signal flat; inconclusive = small, poorly fitted or top-dose-only effect, or effect the other way, or a change in a side signal; inactive = no such curve, though single readings can be large or run the other way; the % refers to the polarisation;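 note: polarization taken with two DNA probes labelled with fluorescein and Texas red; % of control where 0% means no effect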
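His-tagged ERG Ets domain (1 uM in the protein solution; 300mM KCl, 50mM Tris-HCl, 1mM EDTA, 1mM DTT, pH 7.5) received compound, then a probe mix of 5 nM fluorescein-DNA and 100nM Texas-615-DNA. Fluorescence polarization was read for both dyes.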
HP1b chromo inh = inhibitors of HP1-beta chromodomain binding to methylated histone tails; AID 540317; AlphaScreen HP1-beta / biotin-H3K9me3 peptide binding; Potency, µM (series often up to 114 µM), inactives show at the highest dose activity change, negative = inhibition, hits mostly inhibitors; 390,000 compounds, 0.56% hits; note: nearly all actives have a fitted effect of over 70% in size; inactives centre near 23
Target sequence (P83916 whole entry, looked up): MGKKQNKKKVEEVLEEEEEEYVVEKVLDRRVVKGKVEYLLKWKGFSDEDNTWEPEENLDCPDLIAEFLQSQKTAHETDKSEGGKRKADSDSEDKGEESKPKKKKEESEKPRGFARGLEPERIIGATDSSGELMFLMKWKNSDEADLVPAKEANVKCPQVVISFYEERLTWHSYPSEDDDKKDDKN
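Compound inhibition of the preformed complex between 50 nM HP1-beta and 50 nM biotinylated H3K9me3 peptide was read by AlphaScreen. Buffer was PBS pH 7.4 with 0.01% Tween-20. Incubations ran 30 min at room temperature, with 10 ug/mL donor/acceptor beads.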
Tb PGK inh = T. brucei PGK inhibition | AID 602233 | PGK/GAPDH coupled, Kinase-Glo luminescence, 60 min | Potency, µM (series often up to 57.5 µM), inactives show at the highest dose activity change, negative = inhibition, usual class: inhibitors | 380,000 compounds, 0.043% hits; note: % is set by controls: 0 for no effect and ±100 for the full control effect; nearly all actives have a fitted effect of over 60% in size
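Luminescent ATP detection (Kinase-Glo Plus) follows a 60-minute room-temperature incubation, with wells lacking PGK as controls. Buffer: 100 mM TEA (pH 7.6), 5 mM MgCl2, 0.01% Tween-20. Coupling enzyme GAPDH (100 nM final) supplies unstable 1,3-BPG in-well.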
JMJD2A Tudor inh = blocks the human JMJD2A Tudor domain. 390,000 compounds, 4.4% hits. AlphaScreen JMJD2A-Tudor / H3K4me3 peptide binding. O75164. Potency, µM (series often up to 114 µM), without a hit: at the top dose activity change, negative = inhibition, usual class: inhibitors; note: % is set by controls: 0 for no effect and ±100 for the full control effect; nearly all actives have a fitted effect of over 50% in size
TrxR1 inh = rat TrxR1 inhibition. O89049. recombinant rTrxR1, NADPH fluorescence consumption, selenite substrate. Potency, µM (highest dose often 114 µM), inactives show at the highest dose activity change, negative = inhibition, actives largely listed as inhibitors. 390,000 compounds, 1% hits. AID 588453; note: % is set by controls: 0 for no effect and ±100 for the full control effect; nearly all actives have a fitted effect of over 65% in size
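Rat TrxR1 (90 nM in the dispensed reagent) was pre-reduced with 400 uM NADPH for 5 min at room temperature, then incubated with compound for 15 min. After 400 uM selenite was added, NADPH fluorescence (Ex 340/Em 450 nm) was followed for 8 min.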
ALOX12 inh = blocks human arachidonate 12S-lipoxygenase; purified 12hLO, xylenol orange hydroperoxide absorbance; Potency, µM (top dose mostly 108 µM), without a hit: at the highest dose activity change, negative = inhibition, most hits filed as inhibitors; 580,000 compounds, 1.1% hits; note: % is set by controls: 0 for no effect and ±100 for the full control effect
Target sequence (P18054 whole entry, looked up): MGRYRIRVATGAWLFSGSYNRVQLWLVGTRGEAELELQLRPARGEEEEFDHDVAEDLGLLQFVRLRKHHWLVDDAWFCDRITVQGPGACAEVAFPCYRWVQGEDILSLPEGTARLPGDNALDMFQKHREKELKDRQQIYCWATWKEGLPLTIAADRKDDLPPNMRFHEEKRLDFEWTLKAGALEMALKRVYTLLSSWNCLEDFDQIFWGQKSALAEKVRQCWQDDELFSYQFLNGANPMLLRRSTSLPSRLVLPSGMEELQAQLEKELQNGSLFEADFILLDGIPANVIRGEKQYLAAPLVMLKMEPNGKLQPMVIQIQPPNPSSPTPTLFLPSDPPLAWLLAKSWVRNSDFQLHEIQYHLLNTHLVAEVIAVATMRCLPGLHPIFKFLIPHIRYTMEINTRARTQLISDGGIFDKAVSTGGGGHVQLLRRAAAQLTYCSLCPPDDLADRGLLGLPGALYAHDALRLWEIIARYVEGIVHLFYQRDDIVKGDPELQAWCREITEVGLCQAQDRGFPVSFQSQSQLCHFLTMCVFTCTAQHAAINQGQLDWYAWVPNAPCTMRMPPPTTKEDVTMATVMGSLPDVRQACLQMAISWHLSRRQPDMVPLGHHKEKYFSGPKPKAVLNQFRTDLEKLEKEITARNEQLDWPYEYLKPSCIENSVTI
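Purified human 12hLO at 150 nM in 25 mM Hepes, 0.01% Triton X-100, pH 7.0, preincubated 15 min at room temperature with compound. Reaction started with 40 uM arachidonic acid, 30 min at room temperature. Hydroperoxide measured by Fe-xylenol orange, 573/405 nm absorbance ratio.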
Pin1 inhibitor = blocks the human prolyl isomerase Pin1; Potency, µM (titrated, usually from 115 µM), without a hit: top-dose activity, negative = inhibition, most hits filed as inhibitors; Q13526; Pin1 FP peptide displacement, HiFluor488, 10 min; 390,000 compounds, 0.009% hits; active = well fitted inhibition curve with a large enough effect in the polarisation, with a control signal flat, not every such curve was filed as active; inconclusive = small, poorly fitted or top-dose-only effect, or effect the other way, or a change in a side signal; inactive = no such curve, though single readings can be large or run the other way; the % refers to the polarisation; note: % is set by controls: 0 for no effect and ±100 for the full control effect
Target sequence (Q13526 whole entry, looked up): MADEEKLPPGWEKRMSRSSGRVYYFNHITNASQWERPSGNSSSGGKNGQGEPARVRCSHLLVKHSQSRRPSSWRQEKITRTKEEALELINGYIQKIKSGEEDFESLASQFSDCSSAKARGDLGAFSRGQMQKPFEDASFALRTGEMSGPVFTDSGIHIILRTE
GLS inh = blocks human kidney-isoform glutaminase activity. O94925. GLS enzymatic activity, qHTS titration. Potency, µM (doses to about 45.5 µM), inactives show at the highest dose activity change, negative = inhibition, hits mostly inhibitors. 410,000 compounds, 0.21% hits; note: % is set by controls: 0 for no effect and ±100 for the full control effect
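Read-out is an Amplex red fluorescence increase coupled through glutamate oxidase and HRP, measured before and after 30 min room-temperature incubation. hKGA is in 45 mM KH2PO4 (pH 8.2) with 0.02% Tween-20; glutamine added as 1mM solution.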
RGS4 inhibitor = inhibitors of human regulator of G protein signaling 4; 390,000 compounds, 0.039% hits; AID 504845; P49798; Potency, µM (series often up to 114 µM), for inactives: at the highest dose activity change, negative = inhibition, actives largely listed as inhibitors; Transcreener GDP fluorescence polarization, RGS4-accelerated GTP hydrolysis; note: % is set by controls: 0 for no effect and ±100 for the full control effect; nearly all actives have a fitted effect of over 75% in size; some results filed as inactive show a strong effect at the top dose
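MLSMR compounds (23 nl, pin-transferred) preincubated 10 min at room temperature with a 500nM (2x) first reagent, then RGS4 at 900nM (2x) plus Transcreener GDP mix added; fluorescence polarization (620/688 nm) read before and after 90 min at 30 °C.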
* hit, by the source's call; i = inactive; u = inconclusive; x = not tested or not shown; [ ] = another dose, or the depositor's remark. Unless noted, calls come from the whole dose curve; as a rule, active = well fitted curve in the direction sought with a large enough effect; inconclusive = small, poorly fitted or top-dose-only effect, or another doubt; inactive = no such curve, though single readings can be large; an effect the other way counts as inactive or inconclusive. Potency is the fitted concentration of half-maximal effect.

Order of values – ERG-DNA inh	HP1b chromo inh	Tb PGK inh	JMJD2A Tudor inh	TrxR1 inh	ALOX12 inh	Pin1 inhibitor	GLS inh	RGS4 inhibitor
Nc1nc(Cl)cc(N2CCC(c3cc(-c4ccc(Cl)cc4Cl)n[nH]3)CC2)n1
→ 1%	23%	-2%	u	6%	0%	13%	-1%	-1%
CCc1c(C(=O)Nc2ccccc2)c(C)[nH]c(=S)c1C#N
→ x	u	0%	7.1µM*	-31%	4µM*	u	11µM*	-28%
CCOc1ccc(NS(=O)(=O)c2ccc(NC(=O)[C@@H]3CCCC[C@@H]3C(=O)O)cc2)cc1
→ -9%	28%	-8%	-12%	-12%	10%	-1%	9%	5%
CCOc1ccc(C(=O)Nc2cnn(Cc3ccc(Cl)c(Cl)c3)c2)cc1
→ 1%	20%	-2%	-10%	-1%	15%	4%	-1%	-11%
O=C(c1cnn2c(C(F)(F)F)cc(-c3ccco3)nc12)N1CCCCCC1
→ -5%	39%	-7%	11%	-29%	4%	-1%	-7%	-33%
COc1cc(/C=C/CN2CCC(Oc3ccc(C(=O)N4CCCC4)cc3)CC2)ccc1O
→ 2%	7%	4%	-31%	u	-8%	1%	19%	17%
CCN(C(=O)CN1C(=O)S/C(=C\c2cccc(OC)c2)C1=O)C1CCS(=O)(=O)C1 (stereo unspecified)
→ 2%	-1%	0%	-24%	-9%	4%	1%	-11%	8%[11.4 µM]
CCn1cc2nc(SCc3cccc(C(F)(F)F)c3)n(Cc3ccc(Cl)cc3)c(=O)c2n1
→ 1%	27%	i	-17%	35%[57.1 µM]	u	6%	-14%	-10%
COc1cc(NC(=O)c2cc3ccccc3o2)c(OC)cc1Cl
→ 0%	27%	-1%	-8%	10%[57.1 µM]	30%	1%	3%	-1%
O=C1CSC(c2cccnc2)N1c1ccc(F)cc1 (stereo unspecified)
→ -4%	10%	7%	-10%	4%	0%	-1%	0%	17%

The list goes on.
Order of values – ERG-DNA inh	HP1b chromo inh	Tb PGK inh	JMJD2A Tudor inh	TrxR1 inh	ALOX12 inh	Pin1 inhibitor	GLS inh	RGS4 inhibitor
COc1ccc(-c2cc(C(=O)Nc3cnn(Cc4ccc(F)cc4)c3)no2)cc1OC
→ -2%	5%	-9%	-18%	9%	-20%	-13%	-4%	12%
Cc1cc(C)n(CC(=O)NCc2cc(-c3nn(C)c(=O)c4ccccc34)ccc2C)n1
→ -9%	44%	-1%	6%	-6%	0%	-3%	-5%	0%
CCCCN(Cc1cc2ccccc2[nH]c1=O)C(=O)c1cccc(Cl)c1
→ 0%	30%	-5%	-7%	7%	-12%	-4%	6%	-12%
COc1ccc(CCNC(=O)c2c[nH]n3c(=O)c(Cc4ccccc4Cl)c(C)nc23)cc1OC
→ -1%	4%	x	-13%	9%[57.1 µM]	u	u	1%	-17%
COc1ccccc1N1CCN(CC(=O)Nc2cc(F)ccc2C)CC1
→ 2%	-4%	-13%	-7%	16%	-23%	u	22%	15%
O=C(NNC1=C(C(=O)C(F)(F)F)CCC1)c1ccccc1O
→ 4%	-11%	-2%	u	-22%	52%[activator]	-1%	20%	-3%
CC(=O)NCC(=O)N[C@@H](CC(=O)OCc1ccccc1)C(=O)OCc1ccccc1
→ -6%	24%	-3%	-15%	17%	242%[activator]	3%	1%	-1%
Cc1cnc(CNC(=O)C2CCC(=O)N(CCc3ccc(Cl)cc3)C2)cn1 (stereo unspecified)
→ -6%	38%	-10%	-6%	26%	4%	-8%	-8%	-23%
Cc1ccc(C#N)c(SCc2cccc(Br)c2)n1
→ 0%	234%[activator]	i	136%[activator]	18%	123%[activator]	3%	-1%	-1%
Cc1cccc(Cn2c(CNC(=O)c3ccccc3)nc3ccccc32)c1
→ -2%	42%[activator]	-6%	-2%	20%	1%	-5%	3%	-7%

Additional records follow:
Order of values – ERG-DNA inh	HP1b chromo inh	Tb PGK inh	JMJD2A Tudor inh	TrxR1 inh	ALOX12 inh	Pin1 inhibitor	GLS inh	RGS4 inhibitor
Cc1ccc([N+](=O)[O-])c(NC(=O)COC(=O)C2CC3CCCC(C2)C3=O)c1C (stereo unspecified)
→ -5%	36%	3%	-17%	-5%	0%	-6%	6%	4%
COc1ccc(Cn2c(=O)[nH]c3cc(C(=O)N4CCN(c5cccc(OC)c5)CC4)ccc3c2=O)cc1
→ 2%	27%	8%	-2%	18%	0%	2%	1%	5%
COc1cc(C)c(Cl)cc1S(=O)(=O)N1CCCC1
→ 0%	29%	4%	0%	1%[57.1 µM]	-8%	-9%	0%	18%
COc1ccc(N2CC(NC(=O)N(C)CCC#N)CC2=O)cc1 (stereo unspecified)
→ 1%	17%	-6%	-13%	11%	3%	0%	0%	18%
Cc1noc(NS(=O)(=O)c2ccc(NC(=O)CCN3C(=O)c4ccccc4C3=O)cc2)c1C
→ 0%	37%[activator]	-11%	7%	9%	u	-1%	44%[activator]	-32%
Nc1nnc(CC(c2ccccc2)c2ccccc2)s1
→ -6%	9%	-9%	-19%	-8%	46%[activator]	-4%	-20%	-14%
CN(CC(=O)Nc1ccc(Cl)c(Cl)c1)C(=O)C1CCCC1
→ -4%	18%	i	-17%	21%	-23%	-7%	-3%	11%
CC(CC(=O)NNC(=O)c1cccc(Cl)c1)c1ccccc1 (stereo unspecified)
→ -18%	22%[57 µM]	6%	10%	10%	8%	-4%	2%	-31%
CC(C)c1ccc(S(=O)(=O)NC2CCS(=O)(=O)C2)cc1 (stereo unspecified)
→ 14%	24%	-4%	-7%	16%	x	9%	-1%	33%
O=C(O)C(Cc1ccccc1)N1C(=O)/C(=C/c2ccccc2)SC1=S (stereo unspecified)
→ -4%	-18%	3%	u	-20%	u	-19%	13%	-18%

Continued.
Order of values – ERG-DNA inh	HP1b chromo inh	Tb PGK inh	JMJD2A Tudor inh	TrxR1 inh	ALOX12 inh	Pin1 inhibitor	GLS inh	RGS4 inhibitor
CCOC(=O)c1ccc(NC(=S)NCCc2ccc(OC)c(OC)c2)cc1
→ -5%	11%	0%	-12%	6%[57.1 µM]	u	1%	0%	-32%
O=C(NCCC1CCCCN1S(=O)(=O)c1ccc(F)cc1)C(=O)NCCN1CCOCC1 (stereo unspecified)
→ 10%	43%[activator]	2%	-5%	-6%	-7%	-11%	0%	-6%
COC(=O)c1ccc(COc2ccc3ccc(=O)oc3c2)o1
→ 10%	28%	i	-8%	5%	-7%	-1%	2%	17%
Cc1cccc(-c2noc(CSc3ccccc3)n2)c1
→ 5%	232%[activator]	-8%	223%[activator]	-9%	-1%	4%	9%	-13%
CC(C)CN1Cc2ccccc2Oc2cc(Br)ccc2S1(=O)=O
→ -26%	39%[activator]	-8%	9%	5%	8%	11%	0%	7%
CC1CCN(c2ccc(S(=O)(=O)NC3=NCCCCC3)cc2[N+](=O)[O-])CC1
→ 1%	u	-7%	u	4%[57.1 µM]	-13%	-4%	-8%	12%
COc1ccc(OCC(=O)c2c[nH]c3ccccc23)cc1
→ 0%	16%	i	-7%	26%[57.1 µM]	0%	-15%	-18%	-24%
CCOc1cccc2sc(Cl)nc12
→ 4%	1%	-2%	-11%	37%[activator][57.1 µM]	0%	-3%	1%	-40%
Cc1c(C=O)cnn1CCC(=O)O
→ x	34%	i	-14%	15%	16%	6%	-7%	-7%
Cc1c(C)n(C(=O)CSc2nc3ccccc3[nH]2)c2ccccc12
→ -8%	2%	0%	u	-27%	u	-1%	-2%	16%

Random excerpt: two compounds from above.
Order of values – ERG-DNA inh	HP1b chromo inh	Tb PGK inh	JMJD2A Tudor inh	TrxR1 inh	ALOX12 inh	Pin1 inhibitor	GLS inh	RGS4 inhibitor
CCOc1cccc2sc(Cl)nc12
→ 4%	1%	-2%	-11%	37%[activator][57.1 µM]	0%	-3%	1%	-40%
Nc1nnc(CC(c2ccccc2)c2ccccc2)s1
→ -6%	9%	-9%	-19%	-8%	46%[activator]	-4%	-20%	-14%

More structures.
Order of values – ERG-DNA inh	HP1b chromo inh	Tb PGK inh	JMJD2A Tudor inh	TrxR1 inh	ALOX12 inh	Pin1 inhibitor	GLS inh	RGS4 inhibitor
CCOC(=O)NC(=O)CSc1nnnn1-c1ccc(Cl)cc1
→ x	16%	x	-4%	11%	25%	1%	7%	22%
COCCNC(=S)Nc1ccc2nc(N3CCOCC3)cc(C)c2c1
→ 0%	68%[activator]	-1%	-7%	-17%	u	1%	27%	-17%
CC1(c2ccccc2Cl)NC(=O)N(CC(=O)c2ccc3c(c2)OCO3)C1=O (stereo unspecified)
→ -2%	-3%	11%	-19%	-1%[57.1 µM]	-2%	2%	6%	14%
CCn1cc([C@@H]2C[C@H]3CN(Cc4cccc(Cl)c4)C(=O)[C@]34CCCN24)cn1
→ 1%	13%	-8%	-9%	-15%[57.1 µM]	2%	2%	0%	-5%
O=C(/C=C/c1ccc(Cl)cc1)NC(=S)Nc1ccc(N2CCOCC2)c(Cl)c1
→ 2%	u	-2%	u	7%[57.1 µM]	-21%	-3%	-3%	-30%
N#Cc1ccc(Oc2ccc(C(F)(F)F)cc2NC(=O)c2ccc(F)cc2)cc1
→ 5%	32%[activator]	-3%	2%	15%	u	3%	1%	6%
Cc1cc(C)cc(NC(=O)C(OC(=O)c2ccc(O)cc2)c2ccccc2)c1 (stereo unspecified)
→ 4%	5%	-1%	-29%	11%	u	12%	-3%	9%
CCOc1ccc(CCNC(=O)C2CCCN(S(=O)(=O)N3CCOCC3)C2)cc1OCC (stereo unspecified)
→ -1%	59%[activator]	i	0%	24%	232%[activator]	1%	-4%	-4%

Only part of the results is shown; count on the stated rates, not on these rows.
